Screening data deposited in PubChem by several laboratories.
SRC2 inh = inhibits human steroid receptor coactivator 2; inhibition, % at 9 µM; hit rate 0.17% among 370,000; Q15596; HEK293 GAL4-SRC2 luciferase reporter, luminescence;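 active = inhibition above the mean inhibition of all tested compounds plus 3 SD, set per campaign, cut at about 52% in these data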;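 also: 0% = DMSO treated cells and 100% = cells given Gossypol at 36 µM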
SRC3 inh = inhibits human SRC3 coactivator | Q9Y6Q9 | HEK293 GAL4-SRC3 luciferase reporter, luminescence | inhibition, % at 3.6 µM | hit rate 0.17% among 360,000;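 active = inhibition above a per-campaign cutoff, the mean of all compounds plus 3 SD, cut at about 60% in these data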;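 also: 0% = DMSO-treated cells and 100% = gossypol-treated cells at 36 µM; higher means less SRC3-driven luciferase light from the GAL4 reporter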
Target sequence (Q9Y6Q9 whole entry, looked up, the tested form may be a part): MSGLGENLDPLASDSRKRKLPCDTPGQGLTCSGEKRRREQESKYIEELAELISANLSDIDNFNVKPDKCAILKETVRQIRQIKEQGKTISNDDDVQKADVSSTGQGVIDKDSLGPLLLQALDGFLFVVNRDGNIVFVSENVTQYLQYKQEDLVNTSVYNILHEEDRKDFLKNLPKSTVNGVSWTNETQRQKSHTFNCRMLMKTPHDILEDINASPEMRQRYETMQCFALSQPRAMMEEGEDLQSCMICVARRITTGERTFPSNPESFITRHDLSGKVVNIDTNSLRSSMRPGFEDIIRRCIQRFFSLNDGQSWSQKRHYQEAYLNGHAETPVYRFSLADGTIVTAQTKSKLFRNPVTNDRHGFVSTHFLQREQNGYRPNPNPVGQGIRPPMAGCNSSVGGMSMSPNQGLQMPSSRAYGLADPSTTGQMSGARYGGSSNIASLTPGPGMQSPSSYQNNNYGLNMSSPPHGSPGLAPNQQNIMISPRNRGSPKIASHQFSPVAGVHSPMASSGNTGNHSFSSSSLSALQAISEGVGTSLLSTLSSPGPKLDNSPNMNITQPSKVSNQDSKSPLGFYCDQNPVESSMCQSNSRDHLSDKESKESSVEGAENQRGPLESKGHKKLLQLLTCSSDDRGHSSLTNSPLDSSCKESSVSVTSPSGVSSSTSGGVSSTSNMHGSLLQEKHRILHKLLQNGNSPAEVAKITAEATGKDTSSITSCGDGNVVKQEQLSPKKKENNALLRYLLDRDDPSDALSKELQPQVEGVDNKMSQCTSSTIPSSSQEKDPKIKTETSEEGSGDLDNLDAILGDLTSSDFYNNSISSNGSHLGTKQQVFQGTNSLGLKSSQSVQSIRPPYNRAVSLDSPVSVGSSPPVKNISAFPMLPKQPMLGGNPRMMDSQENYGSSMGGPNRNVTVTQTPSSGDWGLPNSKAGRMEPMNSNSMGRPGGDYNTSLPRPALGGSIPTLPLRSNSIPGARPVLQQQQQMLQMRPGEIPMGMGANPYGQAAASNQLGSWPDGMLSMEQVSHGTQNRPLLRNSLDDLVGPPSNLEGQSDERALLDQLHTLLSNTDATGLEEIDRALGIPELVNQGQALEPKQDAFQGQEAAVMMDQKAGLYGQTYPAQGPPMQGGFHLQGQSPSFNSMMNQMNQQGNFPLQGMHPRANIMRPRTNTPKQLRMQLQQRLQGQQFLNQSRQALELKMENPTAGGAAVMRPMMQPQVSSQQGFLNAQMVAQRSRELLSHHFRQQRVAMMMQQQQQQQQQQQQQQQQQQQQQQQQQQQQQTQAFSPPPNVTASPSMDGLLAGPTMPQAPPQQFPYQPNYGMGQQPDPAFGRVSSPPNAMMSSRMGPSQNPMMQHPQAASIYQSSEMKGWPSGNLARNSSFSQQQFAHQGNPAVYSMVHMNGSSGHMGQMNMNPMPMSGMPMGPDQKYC
LRH-1 inv ag = suppresses constitutive activity of human LRH-1. O00482. hit rate 0.13% among 360,000. inhibition, % at 3.6 µM. AID 602396. HEK293T StAR-luciferase reporter, LRH-1 transfected, 24 h;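 active = inhibition above the mean inhibition of all tested compounds plus 3 SD, cut at about 73% in these data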;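 also: 0% = DMSO wells and 100% = reporter-only cells lacking LRH-1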
LMP1 NFkB inh = reduces LMP1-driven NF-kappaB luciferase signal; hit rate 0.69% among 350,000; LMP1-induced NF-kappaB luciferase reporter cells, luminescence; inhibition, % at 12.5 µM; in the data active = inhibition above about 41%;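 also: 0% = neutral control wells and 100% = reference inhibitor control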
CF NFkB inh = cystic fibrosis NF-kB activation inhibition. KKLEB NF-kB-GFP reporter, PAF-induced, GFP fluorescence overnight. inhibition, % at 5 µM. hit rate 0.86% among 360,000. AID 588850;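 active = at least 50% inhibition at 5 µM, scaled per plate between neutral and stimulator controls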;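 also: PAF is a Pseudomonas aeruginosa culture filtrate used as stimulus; plate controls were PAF-stimulated DMSO wells for no effect and unstimulated DMSO wells for full effect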
KKLEB cytotox = counter-screen for CF NF-kB inhibitors: cytotoxicity. KKLEB CF airway cells viability, ATPlite luminescence, overnight; stronger effect = lower value; cells stimulated with P. aeruginosa culture filtrate. activity change (cytotoxicity), % at 5 µM. hit rate 0.36% among 360,000. AID 602141;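 active = corrected activity change at or below -50% at 5 µM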
C8 TRAIL sens = caspase-8 TRAIL sensitization. inhibition (viability loss, TRAIL sensitization), % at 10 µM. NB7+C8 cells + TRAIL, ATPlite viability luminescence. hit rate 1% among 360,000;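 active = compounds causing at least 50% loss of cell viability in the single-dose screen, relative to plate controls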
NCOA1 inh = inhibitors of human steroid receptor coactivator 1 (SRC1) | hit rate 0.12% among 360,000 | HEK293 GAL4-SRC1 luciferase reporter, luminescence | Q15788 | inhibition, % at 3.6 µM | AID 588354;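 active = inhibition above the campaign mean plus 3 SD, with each screening campaign given its own cutoff, cut at about 60% in these data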;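 also: 0% = DMSO treated cells and 100% = gossypol at 36 µM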
TWEAK Fn14 block = inhibitors of TWEAK-Fn14 interaction signaling; TWEAK-stimulated Fn14 reporter cells, luciferase luminescence, 8 h; inhibition, % at 10 µM; hit rate 2% among 360,000; AID 1159606; in the data active = inhibition above about 50%
COUP-TFII inh = NR2F2 (human) inhibition, primary screen; HEK293T NGFI-A luciferase reporter, luminescence; inhibition, % at 8.6 µM; hit rate 0.7% among 370,000; AID 686940;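 active = inhibition above a per-plate cutoff, mean inhibition of test wells between control levels plus 3 SD, cut at about 38% in these data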;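 also: cells cotransfected with COUP-TFII expression vector driving the NGFI-A reporter; 0% = median of COUP-TF2 test wells and 100% = reporter-only cells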
TROY NFkB inh = inhibitors of TROY-dependent NF-kB signaling. inhibition, % at 10 µM. Q293 LMP1-TROYcd NF-kB luciferase reporter, 4 h. hit rate 0.98% among 360,000;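 active = compounds whose plate-normalised and pattern-corrected inhibition of the luciferase reporter signal at the single screening dose is 50% or more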
The depositor's hits bear a star; · = not tested or not shown.

Under each structure – SRC2 inh	SRC3 inh	LRH-1 inv ag	LMP1 NFkB inh	CF NFkB inh	KKLEB cytotox	C8 TRAIL sens	NCOA1 inh	TWEAK Fn14 block	COUP-TFII inh	TROY NFkB inh
C[C@H](CO)N1C[C@H](C)[C@@H](CN(C)Cc2ccncc2)OCc2cnnn2CCCC1=O
    17	13	14	6	-26	-11	-4	12	-20	-14	-12
Cc1occc1C(=O)NNC(=O)c1ccc(F)cc1
    -9	1	-25	-3	-3	-1	2	5	-1	-10	0
CC(=O)NCc1ccc(S(=O)(=O)N2CCN(c3ccccn3)CC2)cc1
    14	3	-5	0	-9	-7	-24	-51	12	-14	10
Cc1cc(C)n(-c2ccc(C(=O)OCC(=O)Nc3ccc(S(=O)(=O)N4CCCCC4)cc3)cc2)n1
    ·	13	-10	0	2	-24	-1	1	-13	·	2
O=C(Cc1ccc(F)cc1)Nc1c(C(=O)N2CCN(c3ncccn3)CC2)oc2ccccc12
    -9	12	5	8	12	19	9	-2	-9	7	-29
COc1ccc(OC)c(N/C=C2/CCCCC2=O)c1
    -21	-4	31	1	-16	24	-29	10	-2	15	7
COCC(C)n1c(SCC(=O)Nc2cc(C)on2)nc2ccccc2c1=O (stereo not drawn)
    10	-2	-9	0	27	-19	5	-11	11	0	-14
CCOc1ccc(NC(=O)CN(C)CC(=O)NC2CCCc3ccccc32)cc1OCC (stereo not drawn)
    16	7	10	-13	-7	2	4	-20	5	9	-2
CCN(CC)CCN(Cc1cc2ccc(C)c(C)c2[nH]c1=O)C(=S)NCc1ccco1
    -1	-55	-5	10	-14	-4	23	-79	-8	-20	-17
CC1=NN(C(=O)CCc2ccccc2)C(c2ccccc2)C1 (stereo not drawn)
    7	-5	-6	0	2	-11	-5	0	10	4	-23
OCCNCCNCc1ccccc1OCc1ccccc1
    -10	14	-4	2	-6	12	-5	-4	-6	8	10
CSc1ncc(CN2CCc3c([nH]c4ccccc34)C2c2cccc(O)c2)cn1 (stereo not drawn)
    -17	15	11	13	-14	14	1	-2	12	9	-4
CCNC(=S)N1CCN(c2ccccn2)CC1
    1	7	5	-8	-11	-8	-4	7	-14	3	18
COc1ccc(S(=O)(=O)N(C)CC(=O)N2CCC(C(N)=O)CC2)cc1Cl
    4	6	-3	-2	-19	10	-13	-2	6	9	-1
Cc1ccc(S(=O)(=O)NCCC(=O)Nc2ccc3c(c2)OCO3)cc1
    -44	2	-9	0	-4	-4	-6	-5	-9	11	-7
COc1ccc(-c2noc(COC(=O)c3ccco3)n2)cc1OC
    6	17	18	0	4	1	-2	-2	-4	-10	-6
CC(C)(C)C1CCc2[nH]c3ccccc3c(=O)c2C1 (stereo not drawn)
    -50	-28	-45	-2	-23	-10	48	-32	9	-31	-42
O=C(NNC(=O)C1CCN(c2ncccn2)CC1)c1ccncc1
    -14	-8	8	-8	1	2	-10	4	-18	-2	5
O=[N+]([O-])c1ccccc1S(=O)c1ccccc1[N+](=O)[O-]
    17	-38	26	·	8	8	0	-12	14	-1	6
C(=Cc1cccnc1)c1ccncc1
    11	12	6	6	34	3	-11	21	18	6	16
COc1cccc(NC(=O)CSc2nc3ccccc3c(=O)n2C)c1
    10	14	5	8	18	-7	-3	12	24	25	27
O=C(N/C(=C\c1ccc(Br)cc1)c1nc2ccccc2[nH]1)c1ccco1
    -11	-11	-23	-25	-2	-1	-3	-34	-6	-23	-58
CCOc1ccc(NC(=O)c2cn(-c3ccc(OCC)cc3)c(=O)c3cc(OC)c(OC)cc23)cc1
    -16	-10	10	31	-4	2	-1	3	27	10	9
COc1nnc(-c2ccc(C)c(S(N)(=O)=O)c2)c2ccccc12
    -64	3	4	4	10	-1	-6	-1	-5	1	23
O=C(NCc1cc(C(F)(F)F)ccc1Cl)c1cccc2c1C(=O)c1ccc(N3CCC(N4CCCCC4)CC3)cc1S2(=O)=O
    4	2	-21	-38	-15	-14	96*	-6	-93	10	-7
OC(c1ccc(Cl)cc1)C(O)c1nc2ccccc2[nH]1 (stereo not drawn)
    1	-4	1	1	5	-2	-9	2	1	7	4
CCOc1ccc(-c2nnc(-c3ccco3)o2)cc1OCC
    -38	-54	-44	-8	4	8	14	-49	-18	-14	-33
CC(=O)NC(CC(C)C)C(=O)NC(=O)NCc1ccccc1 (stereo not drawn)
    -6	7	-3	6	11	1	2	1	0	13	8
COc1cc2cc(C)c3nnc(SCC(=O)Nc4cc(C)on4)n3c2cc1OC
    -27	10	-2	0	6	-3	2	2	-46	1	-14
Cc1csc(CNc2ncnc3ccc(-c4ccccc4Cl)cc23)c1
    -9	18	2	6	10	-10	4	-1	-3	7	33

Among those listed so far, four have a Cl atom:
Under each structure – SRC2 inh	SRC3 inh	LRH-1 inv ag	LMP1 NFkB inh	CF NFkB inh	KKLEB cytotox	C8 TRAIL sens	NCOA1 inh	TWEAK Fn14 block	COUP-TFII inh	TROY NFkB inh
COc1ccc(S(=O)(=O)N(C)CC(=O)N2CCC(C(N)=O)CC2)cc1Cl
    4	6	-3	-2	-19	10	-13	-2	6	9	-1
O=C(NCc1cc(C(F)(F)F)ccc1Cl)c1cccc2c1C(=O)c1ccc(N3CCC(N4CCCCC4)CC3)cc1S2(=O)=O
    4	2	-21	-38	-15	-14	96*	-6	-93	10	-7
OC(c1ccc(Cl)cc1)C(O)c1nc2ccccc2[nH]1 (stereo not drawn)
    1	-4	1	1	5	-2	-9	2	1	7	4
Cc1csc(CNc2ncnc3ccc(-c4ccccc4Cl)cc23)c1
    -9	18	2	6	10	-10	4	-1	-3	7	33

The list goes on:
Under each structure – SRC2 inh	SRC3 inh	LRH-1 inv ag	LMP1 NFkB inh	CF NFkB inh	KKLEB cytotox	C8 TRAIL sens	NCOA1 inh	TWEAK Fn14 block	COUP-TFII inh	TROY NFkB inh
O=C(CSCc1ccc(Cl)cc1)NCc1ccccn1
    -27	19	-12	13	-10	-2	2	-4	3	4	7
COc1ccc(C(C(=O)NC(C)(C)C)N(C(=O)CCC(=O)Nc2cc(C)on2)c2cccc(F)c2)cc1 (stereo not drawn)
    5	7	6	5	11	-2	-16	24	7	-4	-9
CCOC(=O)c1sc(NC(=O)CSc2nc(-c3ccco3)cc(C(F)(F)F)n2)c(C(=O)OCC)c1C
    -11	-1	-7	1	10	-11	-2	-2	25	10	-1
O=C1NC[C@H](CCCCN2C[C@H](Cc3ccccc3)N(Cc3ccccc3)C(=O)C2=O)N(CCC2CCCCC2)C1=O
    -31	·	0	·	·	·	-1	·	19	-5	3
CN(CCOc1ccccc1)C(=O)CCc1c[nH]c2ccccc12
    5	-12	17	-4	6	-1	-4	14	7	-9	-24
O=C(C[C@@H]1C/C=C\C[C@H](NC(=O)OCC2c3ccccc3-c3ccccc32)C(=O)OC[C@H]2CCCN2C1=O)N[C@@H](CO)Cc1ccccc1
    -1	-15	6	7	-15	2	12	3	-13	9	1
Cc1cccc(Nc2nc3c(c(=O)n(C)c(=O)n3C)n2Cc2ccccc2)c1
    16	14	-8	-2	13	-19	-7	3	1	9	2
CCn1nnnc1SCC(=O)Nc1cc(C)on1
    -15	16	-2	-3	-3	1	-6	-21	-7	8	-6
NC(=S)Nc1nc2ccccc2s1
    -30	-53	-41	-6	-6	3	6	-18	6	-28	-25
N#C/C(=N\Nc1ccc(Cl)cc1)C(=N)N1CCCCC1
    -43	-117	-259	-24	-5	-7	21	-135	33	-61	37
Nc1nnc(CC(=O)N/N=C/c2cccc(OCCOc3ccccc3)c2)s1
    -43	-28	-70	-2	-6	2	-10	-62	-7	-24	-47
COc1ccc(CCNc2ccc(C(CC(N)=O)NC(=O)c3cc(OC)ccc3OC)cc2[N+](=O)[O-])cc1 (stereo not drawn)
    -11	14	23	4	-3	0	-3	-4	-2	-4	-14
COc1cccc(CNS(=O)(=O)c2ccc3c(c2)CCN3C(=O)C2CC2)c1
    0	4	-3	6	7	0	14	2	-2	7	7
O=[N+]([O-])c1ccc(CNc2cccc(F)c2)s1
    2	6	27	-4	4	4	2	7	17	4	20
COc1cc(OC)cc(-c2c(-c3cccs3)c3cc(-c4ccc5c(c4)OCO5)ccc3n2C)c1
    15	-36	-9	-3	2	-2	3	-17	7	-5	23
Cn1c(=O)c2[nH]c(C3CC4CCC3C4)nc2n(C)c1=O (stereo not drawn)
    26	-12	-12	-3	-8	17	-13	-8	-6	10	3
CC1(C)CC(=O)C(C(C2=C(O)CC(C)(C)CC2=O)c2ccc(Cl)c([N+](=O)[O-])c2)C(=O)C1 (stereo not drawn)
    6	10	3	-3	-6	11	-4	-16	-12	-8	1
O=C(Nc1ccccc1)c1cc(C2CCCN(C(=O)C3CC3)C2)on1 (stereo not drawn)
    -52	12	0	·	-1	0	51*	13	93*	16	76*
CCOC(=O)C1CCCN(S(=O)(=O)c2ccc(C)cc2)C1 (stereo not drawn)
    8	9	24	3	17	-10	10	2	-12	3	1
CCc1ccc(NC(=S)N(Cc2cccnc2)Cc2ccco2)cc1
    -4	-9	12	-3	-1	8	-16	2	1	9	-21
COc1ccc(C2c3cc(OC)c(OC)cc3CCN2C(=O)c2ccccc2)cc1OC (stereo not drawn)
    -35	-14	7	10	-16	3	10	4	-66	9	-1
O=C(NN=C(c1ccccc1)c1ccccn1)c1ccccc1
    32	45	16	7	-21	8	7	41	-8	-13	-20
CN(Cc1ccccc1)C(=O)CCCn1c(=O)[nH]c2cc(Cl)ccc2c1=O
    3	-5	7	-10	-9	8	-2	-9	13	4	4
